Source: PubChem
TNAP pNPP inh: human TNAP enzyme inhibitors, primary screen, biochemical, colorimetric, p-nitrophenol readout. Alkaline phosphatase, tissue-nonspecific isozyme (Homo sapiens), P05186. 21,000 tested, under 10 active. inhibition, % at 20 µM. purified TNAP, pNPP hydrolysis, absorbance 405 nm;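 note: 0% = DMSO only wells and 100% = 1 mM levamisole wells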
Target sequence (P05186 whole entry, looked up): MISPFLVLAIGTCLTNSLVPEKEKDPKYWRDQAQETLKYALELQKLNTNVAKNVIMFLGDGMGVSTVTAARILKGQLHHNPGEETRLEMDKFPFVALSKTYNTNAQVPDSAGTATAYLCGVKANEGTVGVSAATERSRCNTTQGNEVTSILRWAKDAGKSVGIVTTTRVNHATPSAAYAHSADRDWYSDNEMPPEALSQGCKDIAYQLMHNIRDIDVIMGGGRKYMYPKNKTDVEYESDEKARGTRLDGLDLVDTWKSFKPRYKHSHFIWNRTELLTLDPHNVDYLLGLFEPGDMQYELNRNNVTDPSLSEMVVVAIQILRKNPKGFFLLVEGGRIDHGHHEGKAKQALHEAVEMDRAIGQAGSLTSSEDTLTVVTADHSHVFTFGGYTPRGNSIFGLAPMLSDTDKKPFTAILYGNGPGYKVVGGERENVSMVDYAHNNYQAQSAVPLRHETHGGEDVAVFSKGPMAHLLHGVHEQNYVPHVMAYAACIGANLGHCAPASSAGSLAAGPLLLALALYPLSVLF
TNAP inh Pi: human TNAP enzyme inhibitors, primary screen, biochemical, colorimetric, phosphate release readout; AID 614, 2007; 21,000 tested, under 10 active; purified TNAP, pNPP, malachite green phosphate absorbance; inhibition, % at 20 µM; Alkaline phosphatase, tissue-nonspecific isozyme (Homo sapiens), P05186
The depositor's hits bear a star.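 Rule for the calls: active = inhibition above 50% at the 20 µM single-dose screen; inactive = the rest.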 This is a subset; count on the stated rates, not on these rows.

SMILES | TNAP pNPP inh | TNAP inh Pi
Cn1c(CN2CCCCC2)c(C#N)c2ccccc21 | -9 | 1
COC(=O)C1=C(C)Nc2ncnn2C1c1ccccn1 (centres undefined) | 5 | 8
COc1ccc2cc(CN(Cc3cccnc3)S(=O)(=O)c3ccccc3)c(=O)[nH]c2c1 | 4 | -1
O=C(COC(=O)c1cc2ccccc2o1)c1ccccc1 | 4 | 7
CCOC(=O)c1c(NC(=O)CSc2nnc(Cc3csc(N)n3)n2C)sc(C)c1C | 2 | 13
C=C1C2(C(=O)NCc3ccco3)CCC(C2)C1(C)C (centres undefined) | 0 | -30
CCNc1nc(NC(C)C)nc(OCCNS(=O)(=O)c2cc(C)ccc2C)n1 | 4 | 7
Cn1nnnc1Sc1ncnc2scc(-c3ccccc3)c12 | 3 | 19
CNC(=O)c1ccc(OCc2ccccc2)c(OC)c1 | 2 | 15
COc1ccc2c(c1)nc1n2CN(CC2CCCO2)CN1Cc1ccccc1 (centres undefined) | 6 | -8
O=C(NC1CC2CCCC(C1)N2C(=O)N1CCCCC1)C1CCCCC1 (centres undefined) | 5 | 9
CCn1c(SCC(=O)OCc2ccccc2)nnc1-c1ccco1 | -1 | 4
Cc1cc(C)nc(SCc2nnc(SCC(=O)OC3CCCCC3)o2)n1 | 1 | 3
COCc1nnc(NC(=O)CCC2CCCCC2)s1 | -2 | 3
COCCSc1nnc(NC(=O)C2CCCO2)s1 (centres undefined) | 3 | 7
CC(C)[C@@H]1N[C@]2(C(=O)Nc3ccccc32)[C@@H]2C(=O)N(c3cccc(C(F)(F)F)c3)C(=O)[C@@H]21 | -4 | 0
CCOc1ccc(-n2cnnn2)cc1S(=O)(=O)NCc1ccccc1 | 5 | 15
CC(C)(C)NC(=O)Cn1c(SCC(=O)N2CCCCCC2)nc2ccccc21 | -12 | -3
CCOC(=O)c1ccc(NC(=O)NCCN2CCCCC2)cc1 | 3 | 6
CCOc1ccccc1NC(=O)c1cc(Cl)ccc1NC(=O)c1ccco1 | 5 | 10
CCc1ccc(CCC(=O)Nc2nnc(C)s2)o1 | 2 | 6
Cc1cc(Nc2cccc(F)c2)nc(-c2ccccc2O)n1 | 4 | 10
N#CC(C(N)=O)=C1CCC2(CC1)OCCCCO2 | 5 | 13
c1ccc2c(CNn3cnnc3)cccc2c1 | 5 | 4
O=C(COc1ccc(Cl)cc1)NCCCn1ccnc1 | 4 | 2

Reformatted tab-delimited: 20 of the compounds above.
mol	TNAP pNPP inh	TNAP inh Pi
Cn1c(CN2CCCCC2)c(C#N)c2ccccc21	-9	1
COC(=O)C1=C(C)Nc2ncnn2C1c1ccccn1 (centres undefined)	5	8
COc1ccc2cc(CN(Cc3cccnc3)S(=O)(=O)c3ccccc3)c(=O)[nH]c2c1	4	-1
O=C(COC(=O)c1cc2ccccc2o1)c1ccccc1	4	7
CCOC(=O)c1c(NC(=O)CSc2nnc(Cc3csc(N)n3)n2C)sc(C)c1C	2	13
C=C1C2(C(=O)NCc3ccco3)CCC(C2)C1(C)C (centres undefined)	0	-30
CCNc1nc(NC(C)C)nc(OCCNS(=O)(=O)c2cc(C)ccc2C)n1	4	7
Cn1nnnc1Sc1ncnc2scc(-c3ccccc3)c12	3	19
CNC(=O)c1ccc(OCc2ccccc2)c(OC)c1	2	15
COc1ccc2c(c1)nc1n2CN(CC2CCCO2)CN1Cc1ccccc1 (centres undefined)	6	-8
O=C(NC1CC2CCCC(C1)N2C(=O)N1CCCCC1)C1CCCCC1 (centres undefined)	5	9
CCn1c(SCC(=O)OCc2ccccc2)nnc1-c1ccco1	-1	4
Cc1cc(C)nc(SCc2nnc(SCC(=O)OC3CCCCC3)o2)n1	1	3
COCc1nnc(NC(=O)CCC2CCCCC2)s1	-2	3
COCCSc1nnc(NC(=O)C2CCCO2)s1 (centres undefined)	3	7
CC(C)[C@@H]1N[C@]2(C(=O)Nc3ccccc32)[C@@H]2C(=O)N(c3cccc(C(F)(F)F)c3)C(=O)[C@@H]21	-4	0
CCOc1ccc(-n2cnnn2)cc1S(=O)(=O)NCc1ccccc1	5	15
CC(C)(C)NC(=O)Cn1c(SCC(=O)N2CCCCCC2)nc2ccccc21	-12	-3
CCOC(=O)c1ccc(NC(=O)NCCN2CCCCC2)cc1	3	6
CCOc1ccccc1NC(=O)c1cc(Cl)ccc1NC(=O)c1ccco1	5	10

The listing continues.
SMILES | TNAP pNPP inh | TNAP inh Pi
CC(C)c1nc2n[nH]c(N)c2c2c1CCCC2 | 0 | 0
Oc1ccc(-c2[nH]ncc2-c2ccc(Cl)cc2)c(O)c1 | 3 | 10
CCOC(=O)N1CCC(N2CCN(c3cc(C)ccc3C)CC2)CC1 | -1 | -1
Cn1c(=O)c2cc(S(=O)(=O)N3CCOCC3)ccc2n(C)c1=O | 3 | 10
COc1ccc(OC)c(C2/C(=C(\O)c3ccc(OC)c(Cl)c3)C(=O)C(=O)N2CCN(C)C)c1 (centres undefined) | 6 | 11
CC1(C)CNC(=O)c2sc(N3CCCCC3)nc2C1 | 4 | 16
CC(=O)NCCc1ccc(S(=O)(=O)N2CCOCC2)cc1 | 2 | 8
COc1ccc(S(=O)(=O)N2CCSC2c2ccc(OC)c(OC)c2)cc1 (centres undefined) | 8 | 6
CCOc1ccccc1C1C(C#N)=C(SCC(=O)OC)NC(=O)C1C(=O)OC (centres undefined) | 3 | 9
COc1ccccc1NC(=O)C1=C(C)Nc2nc(CCCO)nn2C1c1ccc2c(c1)OCO2 (centres undefined) | 10 | 8
CCOCCN(C(=O)COC)c1cccc(OC)c1 | -2 | -1
OC(CNCc1ccco1)COc1ccccc1 (centres undefined) | 3 | 12
O=C(Nc1ccccn1)NC12CC3CC(CC(C3)C1)C2 | 7 | 13
N=c1n(-c2ccccc2)c(O)cc(=O)n1-c1ccccc1 | -1 | 4
O=C(O)CSc1nnc(CNc2cccc(C(F)(F)F)c2)n1Cc1ccco1 | 7 | 12
CCc1ccccc1NC(=O)CN1CCC(NC(=O)COC)CC1 | 1 | 6
Cc1cc(Cl)ccc1OCC(=O)NCCCN1CCOCC1 | 1 | -15
O=C(Nc1cccc(F)c1)NC1CCCCC1 | 1 | 6
CC(=O)N=c1ncn(CC(COC(C)=O)OC(C)=O)c2nc[nH]c12 (centres undefined) | 5 | 11
CCOC(=O)NC(CC(=O)O)c1ccc(OC)cc1 (centres undefined) | 0 | 5
C=CCn1c(SCC(=O)Nc2ccc3c(c2)OCO3)nnc1-c1ccccc1OC | 4 | 10
CCOC(=O)c1ccc2c(c1)N(CC(=O)N1CCCC1)C(=O)C(C)(C)O2 | 5 | 11
O=S1(=O)CCN2C(c3ccc4c(c3)CCCC4)=CSC2=N1 | 4 | 17
Cc1[nH]nc2c1C(c1ccc(Cl)cc1)C(C#N)=C(N)O2 (centres undefined) | 6 | 12
Cc1cc2c(c(=O)n1CCN(C)C)C(c1ccccc1Br)C(C#N)=C(N)O2 (centres undefined) | 4 | 9
Next results follow.
SMILES | TNAP pNPP inh | TNAP inh Pi
Cn1c(N)c(C(=O)COC(=O)c2ccco2)c(=O)n(C)c1=O | 3 | 11
CCOCc1nnc(NC(=O)c2cccs2)s1 | -4 | 2
CCSc1nc2c(c(=O)[nH]c(=O)n2C)n1Cc1ccc(Cl)cc1 | 4 | 7
COC(=O)c1[nH]c2ccccc2c1NC(=O)CCN1CCSCC1 | 0 | 4
Cc1nnc(Nc2ccc(C(=O)N3CCOCC3)cc2)c2ccccc12 | 0 | 0
COC(=O)COc1ccc(S(=O)(=O)Nc2ccc(C(N)=O)cc2)cc1Cl | -3 | -11
CCOC(=O)CN1C(=O)C(O)(CC(=O)c2ccco2)c2ccccc21 (centres undefined) | 2 | -2
Cc1cc(C)c(C#N)c(SC2CCCCC2=O)n1 (centres undefined) | 1 | -7
COc1ccc2c(c1)c(=O)oc1cc(OCC(=O)N3CCC(C)CC3)ccc12 | 7 | -5
CNc1nc(SCc2ccccc2)nc(N2CCOCC2)n1 | 4 | 13
Cc1ccc(S(=O)(=O)NCC(=O)N(CC(=O)NCC2CCCO2)C2CCCC2)cc1 (centres undefined) | 5 | 9
COc1cccc(C2/C(=C(\O)c3ccc4c(c3)OCCO4)C(=O)C(=O)N2CCCN(C)C)c1OC (centres undefined) | 8 | 14
CCOC(=O)c1c(C)[nH]c(C)c1C(=O)CN1C(=O)NC(CC(C)C)C1=O (centres undefined) | 5 | 2
O=S(=O)(c1ccccc1)c1ccc(NCc2ccco2)cc1 | 2 | 7
COc1cccc2cc(C(=O)N3CCN(C/C=C/c4ccccc4)CC3)c(=O)oc12 | 0 | 0
CSc1ccccc1NC(=O)c1cccnc1 | 2 | 8
O=C(NCC1CCCO1)c1ccc(S(=O)(=O)N2CCCCC2)cc1 (centres undefined) | -5 | -3
COc1ccc(-c2cc(C(F)(F)F)nc(SCC(=O)Nc3cc(C)on3)n2)cc1OC | 12 | 26
CCOC(=O)C1CCN(C(=O)c2ccc(Cl)c(S(=O)(=O)N3CCOCC3)c2)CC1 | -7 | -4
CCC(=O)Nc1ccccc1Oc1ccccc1 | 4 | 10
Cc1oc2ccc(OCc3ccc(F)cc3)cc2c1C(=O)O | 8 | -2
Cc1ccccc1NC(=O)CCN1CCN(Cc2ccccc2)CC1 | 6 | -8
COc1ccc(C2(CNC(=O)c3ccc(Br)o3)CCOCC2)cc1 | 2 | 10
COC(=O)c1c(-n2cnnn2)sc(C)c1C | 2 | 9
CCC(C(=O)OCCN(CC)CC)c1ccccc1 (centres undefined) | 0 | 6

Exported in CSV form: entries from further up.
smiles,TNAP pNPP inh,TNAP inh Pi
Cc1ccc(S(=O)(=O)NCC(=O)N(CC(=O)NCC2CCCO2)C2CCCC2)cc1 (centres undefined),5,9
COc1cccc(C2/C(=C(\O)c3ccc4c(c3)OCCO4)C(=O)C(=O)N2CCCN(C)C)c1OC (centres undefined),8,14

The list goes on:
SMILES | TNAP pNPP inh | TNAP inh Pi
O=C(Nc1nc2c(s1)CCc1ccccc1-2)c1ccco1 | 1 | 1
CCCn1c(SCC(=O)c2ccc3c(c2)OCCO3)nnc1C(C)C | 8 | 11
O=C(CCSc1nnnn1-c1ccccc1)N1CCOCC1 | 1 | -6
O=[n+]1cc(-c2cc3ccccc3o2)n([O-])c2c1CCCC2 | 6 | -10
CCOC(=O)C(CC)Sc1nc2c(c(=O)[nH]c(=O)n2C)n1CCc1ccccc1 (centres undefined) | 6 | 8
CCOC(=O)CCSc1nnc(-c2cccnc2)n1-c1ccccc1OC | 4 | 12
Cc1occc1C(=O)Nc1cc(=O)n(C)c(=O)n1C | 4 | 12
Cc1cc(C)nc(SCc2nnc(SCC(=O)Nc3nccs3)n2Cc2ccco2)n1 | 4 | 12
COCCn1nnnc1CN(CCc1ccccc1)Cc1cc2ccc(C)cc2[nH]c1=O | -3 | 12
CCc1ccccc1NC(=O)N1C2CCCC1CC(NC(C)=O)C2 (centres undefined) | 4 | -3
COC(=O)CSc1ncnc2c1cnn2Cc1ccccc1 | 2 | 9
C=CCc1c(C)nc(SCc2nc3ccccc3c(=O)[nH]2)[nH]c1=O | 1 | 8
CCC(=O)Nc1ccccc1N1CCN(S(C)(=O)=O)CC1 | 4 | 6
O=C(CSC1=NCCS1)Nc1ccc(S(=O)(=O)N2CCCCCC2)cc1 | 1 | 7
CCOC(=O)N1CCN(Cc2cc(=O)oc3cc4c(cc23)CCC4)CC1 | 0 | 9
CN1CCN(C(=O)c2ccc(C3SCC(=O)N3Cc3ccco3)cc2)CC1 (centres undefined) | 3 | 18
Cc1cccc(OCc2nc(C)cc(=O)[nH]2)c1 | 5 | 10
Cn1cccc1-c1nc2ccc(NC(=O)c3ccccc3)cc2[nH]1 | 8 | -4
CC(C)(C)N(C=C(Cl)Cl)C(=O)NC1CCCCC1 | -6 | -6
CCOC(=O)c1ccccc1NC(=O)CN(c1cccc(OC)c1)S(C)(=O)=O | -6 | -2
COc1ccc(OCC(=O)N2CCN(C(=O)c3ccccc3)CC2)cc1 | 3 | 17
CNC(=O)C1=NCCCc2cc(OC)c(OC)cc21 | 0 | 6
CN1C(=S)SC(/[N+]([O-])=C/c2cccnc2)C1(C)C (centres undefined) | 1 | -1
COCCn1c(COC)nc2ccccc21 | 2 | -4
COC(=O)/C=c1/s/c(=C(\C#N)C(=O)NCc2ccco2)n(-c2ccccc2)c1=O | 0 | 0
Continued.
SMILES | TNAP pNPP inh | TNAP inh Pi
Cc1nn(-c2ccccc2)c2c1C1(C(=O)N(C(C)C)c3ccccc31)C(C#N)=C(N)O2 (centres undefined) | 2 | 0
Cn1c(Cn2cnc3ccccc32)nc2ccccc21 | 5 | -1
O=C(NC1CCCC1)C(c1cccs1)N(CC1CCCO1)C(=O)Cc1cccs1 (centres undefined) | -6 | 5
O=C(NCc1ccc2c(c1)OCO2)C1CCCN1C(=O)Nc1cccc(Cl)c1 (centres undefined) | 2 | -9
CC1CCN(C(=O)CSc2nc3cccnc3n2C)CC1 | 5 | -8
COc1ccc2nc(Nc3nc(C)c(CCC(C)C)c(=O)[nH]3)nc(C)c2c1 | 3 | -6
CCOC(=O)C1=C(C)NC(=O)C(C(N)=O)C1c1ccccc1 (centres undefined) | 5 | 9
CC1(C)NC(=O)N(CCCOc2ccc3c(c2)CCC3)C1=O | -4 | 6
Cc1ccc(NC(=O)N2CCC(C(N)=O)CC2)cc1 | -1 | 2
CCCCc1ccc(-c2ccc(C)cc2O)nc1 | 2 | -15
COc1ccc2c(c1)[nH]c1c(=O)n(CCN3CCCC3)cnc12 | 4 | 7
CCOc1ccc(N2C(=O)CC(N3CCN(C(=O)c4ccco4)CC3)C2=O)cc1 (centres undefined) | -6 | 3
CC(c1ccco1)N(C(=O)Nc1ccc(Cl)cc1)c1ccccn1 (centres undefined) | -8 | 2
O=S(=O)(NCCc1ccccn1)c1ccc(F)c(F)c1 | 0 | 10
